SENP8 inh = blocks human SENP8 cleavage of Nedd8 substrate. Q96LD8. recombinant SENP8, Nedd8 substrate fluorescence. inhibition, % at 20 µM. hit rate 0.64% among 360,000. AID 602440; in the data active means inhibition mostly above about 40%, no sharp cut-off; inactive means mostly below about 27%
Target sequence (Q96LD8 whole entry, looked up): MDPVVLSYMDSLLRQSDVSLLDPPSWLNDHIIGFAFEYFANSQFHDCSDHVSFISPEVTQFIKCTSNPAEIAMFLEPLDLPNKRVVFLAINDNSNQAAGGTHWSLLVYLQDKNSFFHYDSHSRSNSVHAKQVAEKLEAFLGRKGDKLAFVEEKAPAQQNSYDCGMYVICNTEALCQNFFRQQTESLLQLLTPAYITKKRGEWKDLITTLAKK
SENP1 FRET inh = inhibitors of human SENP1 SUMO protease catalytic domain | Q9P0U3 | recombinant SENP1 catalytic domain, CyPet-SUMO1-YPet FRET cleavage | inhibition, % at 10 µM | hit rate 0.21% among 360,000 | AID 624204;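 active means inhibition at least 30% at 10 µM, raw YFP signal under a set limit, fluorescence ratio 0.5 to 1.5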;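 further: 0% = enzyme with DMSO and 100% = no enzyme wells; some results filed as inactive read as strong as hits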
Target sequence (Q9P0U3 419-644 limits assumed): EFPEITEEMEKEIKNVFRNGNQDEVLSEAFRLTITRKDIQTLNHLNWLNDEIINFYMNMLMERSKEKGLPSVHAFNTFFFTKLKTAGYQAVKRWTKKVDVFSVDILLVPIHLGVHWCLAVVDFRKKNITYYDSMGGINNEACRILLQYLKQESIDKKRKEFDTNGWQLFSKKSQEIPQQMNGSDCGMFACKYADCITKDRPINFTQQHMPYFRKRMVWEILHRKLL
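Assay system – human recombinant His6-tagged SENP1 catalytic domain enzyme · Input – SENP1 enzyme, 20 pM final · Buffer or medium – Tris pH 8 buffer plus EDTA, NaCl, BME, BSA, NP40, catalase · Schedule – 50 min reaction at room temperature · Technique – FRET read of cyan and yellow fluorescence · Control set – no-enzyme wells low, DMSO-plus-enzyme wells high control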
Active calls of the source: *; i = inactive.

SMILES	SENP8 inh	SENP1 FRET inh
NC(c1csc(Nc2ccc(C(=O)NCCCO)cn2)n1)C1CCCCC1 (stereo not drawn)	-323.3	1.2
COc1ccccc1-c1csc(C(O)(c2ccccc2)C(F)(F)F)n1 (stereo not drawn)	9.6	-0.2
COC(=O)[C@]12CCCCC=C1N(Cc1ccccc1)C(=O)[C@H](CC(=O)NCc1ccccc1)C2	22.2	1.6
OC[C@@H]1CN(Cc2ccccc2)C[C@H](n2cnc3c(NC4CC4)ncnc32)O1	3.8	-0.5
CCOC(=O)C1=CCN(S(=O)(=O)c2ccccc2C)C1c1ccc(F)cc1 (stereo not drawn)	12.4	2.3
COc1ccc(-c2cnc(C(O)c3ccc(CN4CCCCC4)cc3)[nH]2)cc1 (stereo not drawn)	-8.4	-3.0
O=C(NC1CCCC1)C1C(c2ccc(C(F)(F)F)cc2)=Nc2ccccc2N1C(=O)c1cccc2ccccc12 (stereo not drawn)	-24.8	-2.1
CCOC(=O)[C@]12CCCC=C1N(Cc1cccc3ccccc13)C(=O)[C@H](CC(=O)NCC1CCCCC1)C2	13.6	0.2
CN1CCN(C(=O)c2cc3c(c(-c4cccc(Br)c4)n2)[C@@H](CCO)N(S(=O)C(C)(C)C)C3)CC1 (stereo partly drawn)	13.8	-2.7
Cc1cc2c(c(=O)o1)C1(C)CC(C)(O2)c2c(cc(C)oc2=O)O1	7.8	-0.4
COc1ccc(-c2ccc(C(=O)NCc3cccs3)c3occc23)c(C)c1	-241.6	-0.2
COCCNC(=O)C1(C)CCN(Cc2cccc(Oc3ccccc3)c2)C1 (stereo not drawn)	2.1	0.6
CCOC(=O)[C@]12CCCC=C1N(CCC1=CCCCC1)C(=O)[C@H](CC(=O)N1CCN(C(=O)c3ccco3)CC1)C2	37.3	0.9
N#Cc1cccc(C(=O)C(=O)N2CCN(c3ccccc3)CC2)c1	8.5	3.7
CC1(C(=O)NCc2ccccc2)CN(S(C)(=O)=O)CC(=O)N1CC(F)(F)F (stereo not drawn)	19.2	0.7
CCc1nc2ccc(C(=O)NCc3ccc4c(c3)OCO4)cn2c1N(CC)Cc1cccc(Br)c1	7.0	-1.9
CCOC(=O)C1=CC[C@@H](c2ccccc2)N(S(=O)(=O)c2ccc(C)cc2)[C@@H]1C#N	12.1	-0.1
CC(C)NC(=O)C1(C)CCN1C/C=C/c1ccccc1 (stereo not drawn)	24.0	3.4
COc1ccc2oc3c(ccc[n+]3C)c(=O)c2c1	9.0	-2.0
CCCCNC(=O)C[C@@H]1C[C@@]2(C(=O)OCC)CCCC=C2N(CCc2ccc(OC)c(OC)c2)C1=O	15.4	0.8
CN1CCN(c2cc(CNC[C@H]3O[C@@H](n4cnc5c(=O)[nH]c(N)nc54)[C@H](O)[C@@H]3O)ccc2F)CC1	28.8	-1.6
Cc1cc(C)n2c(Nc3ccc4c(c3)OCCO4)c(CCc3ccccc3)nc2n1	0.9	0.6
Clc1ccc(-c2nc3c4ccccc4ccn3c2CC2CCCCC2)cc1	-385.0	-1.9
CCOC(=O)[C@]12CCC=C1N(Cc1ccc3c(c1)OCO3)C(=O)[C@H](CC(=O)NCCc1ccccc1OC)C2	6.3	-2.2
Cc1ccc(NC(=O)Nc2nnc([C@@H]3C[C@H](O)[C@@H](CO)O3)s2)cc1	20.5	1.3
(more compounds)
SMILES	SENP8 inh	SENP1 FRET inh
CCN1C(=O)[C@@H]2[C@@H]3CN(S(=O)(=O)c4ccccc4C)[C@@H](c4ccc(Cl)cc4)[C@@H]3C(=O)C[C@@H]2C1=O	12.4	-0.7
Cc1cccc(C)c1N1C(=O)c2ccccc2NC(=O)C1C(=O)NCCc1ccccc1 (stereo not drawn)	-43.0	1.4
CC[C@@H]1CC2=C(C(=O)OC(C)(C)O2)[C@@H](CC)O1	7.0	1.8
CCOC(=O)[C@]12CCCC=C1N(CCC1=CCCCC1)C(=O)[C@H](CC(=O)NCc1cccc(C(F)(F)F)c1)C2	8.6	-2.1
CCCNC(=O)C1(C)CCN(Cc2cccc(OC(=O)c3ccccc3)c2)C1 (stereo not drawn)	12.4	1.2
O=C(CN1CCOCC1)NN=Cc1ccc([N+](=O)[O-])o1	25.5	-0.3
CC(C)OC(=O)c1ccc2ccc(-c3ccccc3)nc2c1	4.6	1.9
COCCN1C(=O)CN(S(C)(=O)=O)CC1(C)C(=O)NC(C)C (stereo not drawn)	13.0	-1.6
CC(C)NC(=O)Cn1nnc(-c2ccccc2)c1COc1ccc2ccccc2c1	-0.4	2.0
O=C(Nc1ccc2c(c1)OCCO2)C(c1cc2ccccc2o1)N1CCN(c2ccc(F)cc2)CC1 (stereo not drawn)	28.9	1.4
CC(C)N1CCC1(C)C(=O)Nc1ccccc1OC(F)F (stereo not drawn)	2.2	1.4
COc1ncccc1-c1ccc2nncn2c1	-15.2	2.0
CSc1ccc(Cn2c(C)c(C(=O)NCc3cccc(C)c3)sc2=O)cc1	3.7	-2.4
O=C(NC1CCCC1)C1C(c2ccccc2)=Nc2ccccc2N1C(=O)c1cc(Cl)cc(Cl)c1 (stereo not drawn)	14.4	2.5
O=C(c1[nH]c(C(F)(F)F)nc1-c1ccccc1)N1CCN(C(=O)C2CCCO2)CC1 (stereo not drawn)	15.9	0.4
O=C(c1ccc(Cl)c(Cl)c1)N1CCC(=O)N([C@H](COCc2cccc(C(F)(F)F)c2)Cc2ccccc2)CC1	9.0	-0.4
COc1ccc(CC(N)c2csc(NC(=O)c3ccccc3OC)n2)cc1 (stereo not drawn)	-26.1	-2.5
CCOC(=O)N1CCN(C(C(=O)NC2CCCC2)c2ccco2)CC1 (stereo not drawn)	17.5	2.2
COC(=O)[C@]12CCCCC=C1N(CCC1=CCCCC1)C(=O)[C@H](CC(=O)NCCC(C)C)C2	10.7	0.1
CC(C)C[C@H]1CNC(=S)N1C[C@H]1CCCN1C[C@H](Cc1ccccc1)N1C[C@H](CC(C)C)N(CCc2ccccc2)C1=S	19.7	0.8
OCc1ccccc1-c1ccc2nncn2c1	13.1	-1.7
Cc1c(C(=O)NCc2ccccc2C(F)(F)F)sc(=O)n1Cc1ccc(Cl)c(Cl)c1	0.4	-3.0
COCCNC(=O)C1CCCN(Cc2ccc(Cl)cc2)CC1 (stereo not drawn)	7.2	1.5
CCc1nc2ccc(C(=O)NCCCN3CCCC3=O)cn2c1N(CC)CCOC	-2.9	-1.6
O=C(NCc1cccnc1)c1cc(C2CCCCN2S(=O)(=O)c2cccs2)on1 (stereo not drawn)	13.1	1.6

Arranged by length of the SMILES (largest number first): 17 of the compounds above
SMILES	SENP8 inh	SENP1 FRET inh
CCN1C(=O)[C@@H]2[C@@H]3CN(S(=O)(=O)c4ccccc4C)[C@@H](c4ccc(Cl)cc4)[C@@H]3C(=O)C[C@@H]2C1=O	12.4	-0.7
CCOC(=O)[C@]12CCCC=C1N(CCC1=CCCCC1)C(=O)[C@H](CC(=O)N1CCN(C(=O)c3ccco3)CC1)C2	37.3	0.9
CCOC(=O)[C@]12CCCC=C1N(Cc1cccc3ccccc13)C(=O)[C@H](CC(=O)NCC1CCCCC1)C2	13.6	0.2
CCCCNC(=O)C[C@@H]1C[C@@]2(C(=O)OCC)CCCC=C2N(CCc2ccc(OC)c(OC)c2)C1=O	15.4	0.8
COC(=O)[C@]12CCCCC=C1N(CCC1=CCCCC1)C(=O)[C@H](CC(=O)NCCC(C)C)C2	10.7	0.1
O=C(NC1CCCC1)C1C(c2ccccc2)=Nc2ccccc2N1C(=O)c1cc(Cl)cc(Cl)c1 (stereo not drawn)	14.4	2.5
CCc1nc2ccc(C(=O)NCc3ccc4c(c3)OCO4)cn2c1N(CC)Cc1cccc(Br)c1	7.0	-1.9
O=C(c1[nH]c(C(F)(F)F)nc1-c1ccccc1)N1CCN(C(=O)C2CCCO2)CC1 (stereo not drawn)	15.9	0.4
Cc1c(C(=O)NCc2ccccc2C(F)(F)F)sc(=O)n1Cc1ccc(Cl)c(Cl)c1	0.4	-3.0
CC1(C(=O)NCc2ccccc2)CN(S(C)(=O)=O)CC(=O)N1CC(F)(F)F (stereo not drawn)	19.2	0.7
COc1ccc(-c2cnc(C(O)c3ccc(CN4CCCCC4)cc3)[nH]2)cc1 (stereo not drawn)	-8.4	-3.0
CCOC(=O)C1=CCN(S(=O)(=O)c2ccccc2C)C1c1ccc(F)cc1 (stereo not drawn)	12.4	2.3
CCCNC(=O)C1(C)CCN(Cc2cccc(OC(=O)c3ccccc3)c2)C1 (stereo not drawn)	12.4	1.2
CCc1nc2ccc(C(=O)NCCCN3CCCC3=O)cn2c1N(CC)CCOC	-2.9	-1.6
NC(c1csc(Nc2ccc(C(=O)NCCCO)cn2)n1)C1CCCCC1 (stereo not drawn)	-323.3	1.2
CC(C)NC(=O)C1(C)CCN1C/C=C/c1ccccc1 (stereo not drawn)	24.0	3.4
OCc1ccccc1-c1ccc2nncn2c1	13.1	-1.7

The list goes on:
SMILES	SENP8 inh	SENP1 FRET inh
O=C(Nc1ccc(F)c(Cl)c1)C1Cc2c(-c3ccccc3Oc3ccccc3)ccnc2O1 (stereo not drawn)	10.5	-1.2
COc1cccc(CNc2nc3cc(-c4csc5ccccc45)sc3c(=O)n2C)c1	-168.5	-0.1
CCc1nc2c(OCc3cccc(Cl)c3)cccn2c1N(C)C(=O)C1CC1	2.9	-3.4
CC1(C(=O)NS(=O)(=O)c2cccc(F)c2)CCN1C(=O)c1ccccc1CCc1ccccc1 (stereo not drawn)	22.1	2.5
O=c1[nH]c(SCc2ccc(OC(F)(F)F)cc2)nc2c1CCC2	18.3	-2.0
CNc1ncnc2c1ncn2[C@H]1CN(Cc2ccc(F)cc2)C[C@@H](CO)O1	10.7	1.1
COCCNC(=O)C1(C)CCCN(CCC(=O)c2ccc(Br)cc2)C1 (stereo not drawn)	12.8	2.5
CCOC(=O)C1(C)CCCN1C(=O)c1cncc(Br)c1 (stereo not drawn)	16.4	3.3
COC(=O)[C@]12CCCCC=C1N(Cc1cccc3ccccc13)C(=O)[C@H](CC(=O)N1CCN(C(=O)c3ccco3)CC1)C2	13.2	2.8
Cc1cc(C(O)c2ncc(-c3ccccc3F)[nH]2)ccc1F (stereo not drawn)	23.1	0.2
CC(C)N1CCCC(C)(C(=O)Nc2nc3ccccc3[nH]2)C1 (stereo not drawn)	15.0	1.0
CC1=C(C(=O)N2CCCCCC2)CC(CC(=O)NCCCN(C)C)C(=O)N1Cc1ccccc1 (stereo not drawn)	13.0	1.5
CCC(=O)N1CCCC(C(=O)Nc2nc3ccccc3n2C)CC1 (stereo not drawn)	16.2	1.5
CN[C@@H](CO)C(=O)NC[C@H]1O[C@@H](n2cnc3c(N)ncnc32)[C@H](O)[C@@H]1O	20.6	1.1
Cc1oc2cc3oc(=O)c(CCC(=O)N4CCC(C(=O)O)(c5ccccc5)CC4)c(C)c3cc2c1C	5.5	-18.7
COc1ccc(CCNC(=O)Nc2ccc3c(c2)c(=O)n(C)n3Cc2ccc(F)cc2)cc1OC	i	0.3
O=S1(=O)C[C@H](N2CCC(Cc3ccccc3)CC2)[C@@H](COCc2ccccc2)N1	20.7	-5.1
Cc1c(P(=O)(c2ccccc2)c2ccccc2)c2ccccc2n1C	24.0	-2.2
CN(C)Cc1csc(NC(=O)Nc2ccccc2Oc2ccccc2)n1	9.5	1.8
COCCCn1cc(CN2CC(N3CCCCC3)CS2(=O)=O)nn1 (stereo not drawn)	10.8	1.5
CC(=O)c1cccc(-c2ccnc3c2CC(C(=O)NCc2ccccc2)O3)c1 (stereo not drawn)	0.7	-1.5
COC(=O)C[C@@H]1CC[C@@H](NS(=O)(=O)c2ccc(F)cc2)[C@@H](CO)O1	16.7	1.4
COc1ccc(-c2ccc(C(=O)Nc3ccccc3)c3occc23)c(C)c1	-18.2	-1.8
COc1ccccc1Cc1c(-c2ccc(OC)c(OC)c2)nc2c(Cl)cc(C(F)(F)F)cn12	-393.3	-67.2
C=CCn1c(Cn2c(-c3cnccn3)nc3ccccc32)nc2ccccc21	-410.1	-9.8
More entries follow.
SMILES	SENP8 inh	SENP1 FRET inh
Cc1cc(Br)cn2c(Cc3ccsc3)c(-c3ccc(C#N)cc3)nc12	-27.2	3.1
CC(C)(C)n1nnnc1C(c1cc2ccccc2o1)N(CCC#N)Cc1ccccc1 (stereo not drawn)	23.3	4.8
NC(Cc1ccccc1)c1csc(Nc2cc(Oc3ccccc3)ncn2)n1 (stereo not drawn)	-1.8	-6.7
CC(C)NC(=O)C1(C)CCCN1Cc1ccccc1C#N (stereo not drawn)	-7.1	1.4
O=C(CC[C@H]1O[C@@H](n2cnc3c(NC(=O)c4ccccc4)ncnc32)[C@H](O)[C@@H]1O)NCc1nc2ccccc2[nH]1	20.8	0.5
COc1ccc(-c2ccc(C(=O)Nc3ccc(OC)nc3)c3occc23)c(C)c1	-4.4	3.4
CC(C)=CCC[C@H](C)C[C@@H]1Cc2[nH][nH]c(=O)c2[C@@H](c2ccc(F)cc2)O1	8.9	0.6

Pulled by structure from the list above:
SMILES	SENP8 inh	SENP1 FRET inh
COC(=O)C[C@@H]1CC[C@@H](NS(=O)(=O)c2ccc(F)cc2)[C@@H](CO)O1	16.7	1.4
CN(C)Cc1csc(NC(=O)Nc2ccccc2Oc2ccccc2)n1	9.5	1.8

The list is partial, so the mix of outcomes need not match the whole.
